Bioassay records: PubChem BioAssay, Sanford-Burnham Center for Chemical Genomics
UPR XBP1 act – activators of adaptive XBP1 UPR arm, primary screen, cell-based, CHO-XBP1 luciferase reporter, luminescence, uHTS; IRE1-XBP1 UPR activation; percent of tunicamycin response, DMSO as zero; activation, % at 20 µM; 0.33% of 330,000 active; AID 463104, 2010;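 active means versus positive control, 20 µM dose yields 30% or more activation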;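 further: 100% = tunicamycin at 10 µg/mL and 0% = DMSO only wells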
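Material: CHO-XBP1 cells stably carrying IRE1-XBP1-driven luciferase reporter / Amount: 1000 cells per well / Compound: 20 µM, 1% DMSO / Times: 6 h treatment, 37 °C / Detection: luciferase luminescence / Measure: % activation of reporter signal versus tunicamycin and DMSO controls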
CHOP UPR activ – activators of apoptotic CHOP UPR arm, primary screen, cell-based, CHO-CHOP luciferase reporter, luminescence, uHTS; UPR activation; percent of tunicamycin response over DMSO baseline; activation, % at 10 µM; 0.34% of 330,000 active;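 active means at 10 µM dose, activation of 40% or more, normalized to positive control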;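 further: 100% = tunicamycin at 10 µg/mL and 0% = DMSO alone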
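Assay system: CHO cells with stable CHOP pathway luciferase reporter; Buffer or medium: F12 plus 10% serum; Times: 16-18 h cell attachment, then 6 h compound exposure, 37 °C; Signal: luciferase luminescence; Read-out basis: percent activation relative to tunicamycin control; Control set: tunicamycin high control, DMSO low control.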
NALP3 yeast inh – NALP3 inflammasome inhibitors in reconstituted yeast, primary screen, luminescence, uHTS. inhibition, % at 10 µM. Yeast reconstituted NLRP3/ASC/caspase-1, beta-gal luminescence, 24 h. 0.39% of 330,000 active;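 active means inhibition of 50% or more; inactive means inhibition below 50%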;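 further: plate controls were induced DMSO wells for no effect and uninduced yeast grown without galactose for full effect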
TIM10 inh – growth inhibitors of isogenic TIM10 control yeast, primary screen, counter-screen for tim10-1 yeast inhibitor project, luminescence, uHTS; inhibition, % at 10 µM; 1.4% of 330,000 active; S. cerevisiae TIM10 strain growth, BacTiter-Glo luminescence, 24 h;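 active means inhibition of 40% or more at the single tested concentration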;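 further: wild-type TIM10 isogenic control strain grown at permissive 25 °C; 0% = DMSO yeast wells and 100% = minimal medium wells without yeast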
APJ agonist – agonists of human apelin receptor APJ, primary screen, CHO-K1 cells, PathHunter beta-arrestin, luminescence; 0% DMSO wells, 100% apelin; activation, % at 20 µM; 0.11% of 330,000 active;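 active means activation more than six SD over the plate average, tested at 20 µM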;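 further: 0% = DMSO alone and 100% = apelin-13 at 10 nM; some results filed as inactive read as strong as hits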
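Assay system: engineered CHO-K1 APJ arrestin reporter cells; Amount: 1000 CHO-K1 reporter cells seeded per well; Dosing: one dose, 20 µM compound, 1% DMSO; Times: compound stimulation 90 min at 25 °C, detection 60 min; Measured by: luminescent beta-gal fragment complementation, chemiluminescent substrate; Read-out: APJ–arrestin association signal; Controls: DMSO vs Apelin-13 10 nM.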
tim23-1 inh – growth inhibitors of tim23-1 mutant yeast, primary screen, luminescence, uHTS; S. cerevisiae tim23-1 growth, BacTiter-Glo luminescence, 24 h; inhibition, % at 20 µM; 1.3% of 330,000 active; AID 463212, 2010;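 active means growth inhibition of the mutant yeast at or above 50%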;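 further: temperature-sensitive mutant grown at 25 °C; plate controls were DMSO-treated mutant yeast for no effect and medium wells lacking yeast for full effect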
GRIN3A LBD mod – binders of NR3A ligand-binding domain, primary screen, biophysical, differential scanning fluorimetry, uHTS; Glutamate receptor ionotropic, NMDA 3A (GRIN3A) ligand-binding domain; NR3A LBD differential scanning fluorimetry, Tm shift; 0% = protein alone, 100% = glycine-bound protein; Tm shift relative to glycine control, % at 25 µM; 2.5% of 340,000 active; AID 1259313, 2017;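 active means melting temperature shift of at least 10% of the positive control shift, at one fixed dose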
Mdm2-MdmX inh – inhibitors of human Mdm2-MdmX association, primary screen, cell-based, luminescence, split luciferase, SaOS-2, uHTS; inhibition, % at 8 µM; Protein Mdm4 (Homo sapiens) + E3 ubiquitin-protein ligase Mdm2 (Homo sapiens), …; 3% of 330,000 active; AID 485346, 2010; SaOS-2 split-luciferase Mdm2/MdmX complementation;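 active means inhibition of at least 50% at 8 µM in the primary screen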
Target sequence (O15151 whole entry, looked up): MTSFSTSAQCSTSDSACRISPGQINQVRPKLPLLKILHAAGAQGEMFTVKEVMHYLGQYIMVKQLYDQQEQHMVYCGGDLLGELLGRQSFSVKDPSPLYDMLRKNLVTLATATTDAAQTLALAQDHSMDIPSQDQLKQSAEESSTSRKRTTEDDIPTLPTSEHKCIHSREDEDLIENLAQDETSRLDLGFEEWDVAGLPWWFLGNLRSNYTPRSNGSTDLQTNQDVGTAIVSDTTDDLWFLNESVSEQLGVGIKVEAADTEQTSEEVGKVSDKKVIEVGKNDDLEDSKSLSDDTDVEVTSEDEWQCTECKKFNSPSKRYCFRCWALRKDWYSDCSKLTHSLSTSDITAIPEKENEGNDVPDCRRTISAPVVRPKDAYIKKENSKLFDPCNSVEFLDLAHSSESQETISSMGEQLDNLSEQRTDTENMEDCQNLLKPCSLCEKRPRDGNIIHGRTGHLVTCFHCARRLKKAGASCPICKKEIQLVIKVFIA
Target sequence (Q00987 whole entry, looked up): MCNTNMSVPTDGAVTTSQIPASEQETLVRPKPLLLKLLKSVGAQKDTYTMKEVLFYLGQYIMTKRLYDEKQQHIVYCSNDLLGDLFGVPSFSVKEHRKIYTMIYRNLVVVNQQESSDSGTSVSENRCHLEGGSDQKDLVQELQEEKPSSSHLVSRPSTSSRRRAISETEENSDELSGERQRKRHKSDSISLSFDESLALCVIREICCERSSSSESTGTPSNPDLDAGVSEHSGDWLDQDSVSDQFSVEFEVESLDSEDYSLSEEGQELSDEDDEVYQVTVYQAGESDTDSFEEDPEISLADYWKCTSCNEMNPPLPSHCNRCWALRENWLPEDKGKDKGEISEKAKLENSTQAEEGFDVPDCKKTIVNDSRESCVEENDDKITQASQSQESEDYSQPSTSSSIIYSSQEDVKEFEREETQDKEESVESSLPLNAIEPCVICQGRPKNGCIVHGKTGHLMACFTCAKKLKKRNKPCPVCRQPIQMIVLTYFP
tim10-1 inh – growth inhibitors of tim10-1 mutant yeast, primary screen, luminescence, uHTS. S. cerevisiae tim10-1 ts strain growth, BacTiter-Glo, 24 h. inhibition, % at 20 µM. 2.2% of 330,000 active;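 active means inhibition of at least 40%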;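 further: mutant grown at 25 °C; 0% = DMSO wells with yeast and 100% = wells holding no yeast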
* marks the source's active call; other numbers are inactive results; . = no result given.

structure	UPR XBP1 act	GRIN3A LBD mod	tim23-1 inh	TIM10 inh	tim10-1 inh	NALP3 yeast inh	Mdm2-MdmX inh	APJ agonist	CHOP UPR activ
CCCCN(CC)S(=O)(=O)c1ccc(C(=O)Nc2nnc(-c3ccccc3Cl)o2)cc1	-0.8	.	0.5	35.6	21.2	-2.4	8.0	3.0	10.3
Nc1nc(-c2ccco2)nn1C(=O)c1ccc(Cl)cc1	-0.7	-0.8	23.2	30.4	22.9	21.1	18.9	-2.7	-2.0
Cc1cc(C)n(-c2nc(NCCCN(C)C)c3c4c(sc3n2)COC(C)(C)C4)n1	0.9	-0.5	-2.5	3.1	6.6	3.8	29.0	-2.6	-1.5
O=C(O)c1cc(NN=Nc2cccc(S(=O)(=O)O)c2)cc([N+](=O)[O-])c1	0.0	10.0*	-3.5	3.2	1.0	27.4	-1.6	-2.8	0.4
O=C(O)c1cccc(NC(=S)NC(=O)c2ccc3ccccc3c2)c1	-5.1	2.2	-2.1	-3.6	-7.4	18.3	8.9	-0.9	-5.8
COc1ccc(-n2c(C)c3c(OC)cccc(=O)c3c2C)cc1	5.0	0.5	30.9	9.0	32.3	1.5	30.5	-0.2	1.9
COCC(=O)NC1CCCCCC1	-0.7	1.9	-3.2	11.7	11.4	10.8	2.0	-0.2	-0.3
O=C(Nc1cccc(F)c1)c1ccc(Br)o1	3.4	-14.4	40.0	9.5	-22.6	39.6	-28.3	1.3	0.8

Quoted at random: 2 entries already listed
structure	UPR XBP1 act	GRIN3A LBD mod	tim23-1 inh	TIM10 inh	tim10-1 inh	NALP3 yeast inh	Mdm2-MdmX inh	APJ agonist	CHOP UPR activ
CCCCN(CC)S(=O)(=O)c1ccc(C(=O)Nc2nnc(-c3ccccc3Cl)o2)cc1	-0.8	.	0.5	35.6	21.2	-2.4	8.0	3.0	10.3
Nc1nc(-c2ccco2)nn1C(=O)c1ccc(Cl)cc1	-0.7	-0.8	23.2	30.4	22.9	21.1	18.9	-2.7	-2.0

The list goes on.
structure	UPR XBP1 act	GRIN3A LBD mod	tim23-1 inh	TIM10 inh	tim10-1 inh	NALP3 yeast inh	Mdm2-MdmX inh	APJ agonist	CHOP UPR activ
S=C(/N=c1/sccn1Cc1ccccc1)NC1CC1	1.1	-1.6	38.1	27.9	30.5	17.5	5.0	0.0	2.2
O=C(CN1CCN(c2ccccc2)CC1)Nc1nnc(-c2ccccc2)s1	-0.4	-2.1	6.3	3.6	26.0	17.2	-18.7	-2.9	0.8
CC(=O)c1c(C)nc2ccc(Br)cc2c1C(=O)O	1.9	-3.5	-14.7	-8.9	-22.9	11.0	9.4	-1.8	-0.3
COc1ccc(N2C(=O)C3CCCN3C2c2ccccc2F)cc1 (stereo not given)	-1.2	-3.5	7.7	7.1	-0.8	19.0	-14.8	-3.3	-2.2
COc1cccc(NC(=O)Nc2nc(SC)ns2)c1	-4.7	11.9*	-4.0	-3.8	-6.3	9.5	-65.8	-1.7	4.2
NC(=O)c1cccc([N+](=O)[O-])c1	-2.1	1.6	-6.4	11.4	-11.5	3.0	18.2	-1.0	0.8
O=C(Nc1ccc2oc(-c3ccncc3)nc2c1)c1ccc(F)cc1	0.5	-1.2	-8.8	-2.6	1.2	9.0	29.6	0.1	-1.0
Cc1ccc(S(=O)(=O)NCCN2CCN(S(=O)(=O)c3ccccc3Cl)CC2)cc1	0.8	-1.6	32.6	7.5	35.4	24.8	24.4	-1.2	-1.6
Cc1ccnc(OC(C(=O)O)C(OCCc2ccccc2)(c2ccccc2)c2ccccc2)n1 (stereo not given)	-3.8	-1.4	-9.8	9.1	0.5	10.1	3.8	-2.4	-0.4
COc1ccccc1N1CCN(C2CCCN(C(=O)CCC(=O)N(C)C)C2)CC1 (stereo not given)	-0.7	1.1	10.2	-8.8	2.2	15.1	23.4	-3.3	3.4
O=C(N/N=C/c1ccccc1O)c1ccc2c(c1)OCO2	-2.0	.	66.8*	50.5*	30.8	14.7	13.3	-2.2	-0.7
CSCC[C@H](NC(=O)[C@@H]1CSC2c3ccccc3C(=O)N21)C(=O)NC1CCCC1 (stereo not given in full)	-4.0	0.1	1.5	7.3	-0.2	-1.5	3.3	1.5	2.3
CC(C)[C@H](NC(=O)c1ccccc1F)C(=O)NC1CCCCCCC1	-1.9	1.9	15.1	6.2	17.4	7.9	-12.2	-5.7	-0.4
COCC(C)n1c(C)cc(C(=O)COC(=O)CNC(=O)c2ccccc2)c1C (stereo not given)	-2.6	-0.8	8.0	-7.4	17.8	9.4	2.3	0.3	-4.6
COc1ccc(-c2nn(-c3ccccc3)cc2C(N)=O)cc1OC	-3.0	0.9	14.7	0.6	2.8	10.3	-2.7	-1.6	0.2
CCn1c(SCC(=O)Nc2sc3c(c2C(N)=O)CCC(C)C3)nnc1-c1ccco1 (stereo not given)	-0.7	-0.8	1.3	10.1	22.3	17.2	13.6	-4.3	-1.6
CC(C)=CC(=O)N1CCC(N2CCC(C(=O)N3CCOCC3)CC2)CC1	-2.9	-0.4	-4.0	-9.6	-3.1	-5.2	32.9	-1.0	0.0
CCN(CC)c1ccc2c(Cl)c(Br)c(=O)oc2c1	1.4	-0.8	63.9*	72.2*	60.3*	6.0	100.4*	-2.2	193.8*
O=C(Nc1ccccn1)c1ccc2ccccc2n1	1.5	-2.5	7.9	22.3	16.6	13.8	-146.2	-4.3	3.2
C[C@H](NC(=O)c1nc[nH]c1C(=O)NCCCCCNC(=O)OC(C)(C)C)C(=O)OC(C)(C)C	-2.9	1.1	15.6	16.7	9.4	0.4	11.5	6.3	0.2
O=C(CCCc1nc2ccccc2s1)N1CCN(c2ccccc2F)CC1	-3.7	0.2	17.1	12.2	25.1	14.7	8.2	-5.4	1.7
Cc1nc(SCC(=O)Nc2ccccc2Cl)c2c(C)c(C)sc2n1	0.2	1.7	16.5	-10.7	5.4	15.6	43.4	-4.2	-0.3
Fc1ccc(CN2CCCCCCC2)cc1	-1.8	-7.9	-4.5	-1.4	6.1	-1.9	17.6	-1.7	-0.9
O=C(CSc1n[nH]c(=O)n1Cc1ccco1)c1ccc(F)cc1	-0.4	-0.4	23.5	-6.5	17.7	18.6	-10.0	2.5	1.4
COc1ccc(OCc2cc(C(=O)NC3CCc4ccccc43)no2)c(Cl)c1 (stereo not given)	-4.0	4.8	10.2	-0.4	-0.9	20.9	8.2	0.5	0.9
COCC(C)NC(=S)NCCc1ccc(Cl)cc1Cl (stereo not given)	0.8	-3.1	6.4	7.1	0.8	16.5	1.3	-2.9	-1.1
CCC(=O)NC(c1cc(Cl)c2ccccc2c1O)C1CC1 (stereo not given)	1.0	-6.0	31.3	25.4	22.8	-4.5	-7.7	-3.9	2.4
CCOC(=O)/C(=N\Nc1ccc(Cl)cc1)c1csc(Nc2ccccc2)n1	7.1	26.7*	23.2	38.6	39.0	26.1	30.4	1.3	-0.2
O=C(c1cccc(S(=O)(=O)N2CCCCC2)c1)N1CCN(S(=O)(=O)c2ccc(F)cc2)CC1	2.5	-1.9	10.4	-13.5	11.6	1.6	19.5	1.1	-6.5
CC(Oc1ccc(Cl)cc1)C(=O)N(C)CC(=O)Nc1ccc(N2CCOCC2)cc1 (stereo not given)	-1.1	-0.3	-13.8	-0.9	-4.0	12.8	6.5	-1.5	2.3
CCOc1cccc(N(C(=O)c2ccco2)C(C(=O)NC2CCCC2)c2cccnc2)c1 (stereo not given)	-3.7	0.1	11.0	-4.7	12.9	13.7	13.7	-3.1	0.8
Cc1cccc(NC(=O)CC2NCCNC2=O)c1 (stereo not given)	-1.9	-0.3	5.0	-11.0	17.3	8.3	16.2	-2.5	0.2
CC(=O)Nc1ccc2c(c1)CN(c1cc(C)ccc1C)CO2	-3.3	-2.7	10.2	-5.9	4.4	3.9	9.2	4.4	-0.5
CCC(=O)Nc1ccc(N2CCCCC2)c(C(=O)Nc2ccccc2C)c1	-1.7	-0.1	36.1	40.4*	41.4*	12.6	19.0	-6.4	-0.5
COc1ccccc1CN(C)C(=O)c1cc(-c2cc(OC)c(OC)c(OC)c2)nc2ccccc12	7.3	-0.7	24.9	33.3	4.8	10.1	78.0*	-1.2	7.0
CCC(=O)NCCc1nc(-c2ccccc2)no1	-0.6	-1.6	-1.1	-5.2	-4.4	12.0	-3.9	3.9	0.7
COC(=O)C1CCN(Cc2cn(-c3ccccc3)nc2-c2ccc3c(c2)OCO3)CC1	-3.2	-0.9	20.2	-9.8	14.3	13.8	1.8	0.5	1.0
CC(=O)Nc1ccc(CN2CCCCCC2)cc1	-1.6	-0.5	-8.5	-2.5	-13.3	9.4	23.3	-4.4	-0.3
O=C(CSc1ccc2nnc(CCNC(=O)c3ccccc3)n2n1)NC1CCCC1	-5.1	-1.9	0.3	16.4	-2.1	-0.2	3.2	-2.5	2.0
COc1ccc(-c2nc(CSCC(=O)NC3CC3)c(C)o2)cc1OC	2.6	-2.6	0.8	8.2	16.5	11.0	1.3	-0.7	-1.5
C[C@H](CO)N1C[C@H](C)[C@@H](CN(C)Cc2ccc(-c3ccccc3)cc2)Oc2c(NC(=O)Cc3ccccc3)cccc2C1=O	0.3	0.6	36.1	-2.2	34.1	26.1	49.7	2.6	0.3
C=CCN1CCc2cc(O)c(O)cc2C(c2ccccc2)C1 (stereo not given)	-8.0	-3.5	-6.5	1.9	10.0	24.2	1.8	-0.5	-0.7
CCN(Cc1nc2ccccc2c(=O)[nH]1)C(=O)c1ccc(C)c(NC(=O)c2ccco2)c1	0.3	-3.0	-5.7	2.8	-6.0	4.3	1.0	-3.3	2.8
O=C(c1ccc([N+](=O)[O-])cc1)N1CCN(c2cccc3[nH]ccc23)CC1	-2.9	0.8	-1.6	-3.7	-0.8	17.9	-3.7	0.6	-1.5
O=C(Nc1ccc(F)c(Cl)c1)Nn1cnnc1	-4.0	.	3.2	1.9	11.3	12.8	9.9	-0.3	-1.0
Brc1ccc(Sc2cnc3ccccc3n2)cc1	1.3	0.9	0.2	-23.2	-11.8	-10.5	-5.9	-2.7	1.1
CCCCOC(=O)COc1ccc(Cl)cc1Cl	-2.8	3.0	0.3	1.6	-15.8	2.6	22.0	-3.2	0.5
CCOC(=O)C1CCN(Cc2ccc(OCc3ccccc3)c(OC)c2)CC1	-3.1	-1.2	-9.2	-27.4	-28.7	23.6	9.0	0.8	2.3
